Assay outcomes deposited in PubChem BioAssay by National Center for Advancing Translational Sciences (NCATS).
VP16 counter: inhibits Gal4-VP16 luciferase reporter, ROR gamma counter-screen | Drosophila S2 Gal4-VP16 UAS-luciferase, luminescence, 20 h | Potency, µM (doses to about 53.6 µM), inactives show at the highest dose activity, negative = inhibition, most hits filed as inhibitors | hit rate 3.5% among 310,000 | AID 2546;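 further: Gal4-VP16 expression switched on by copper sulfate through the metallothionein promoter; potency means the concentration at half of the fitted maximal effect; on the % scale 0 is the no-effect control and ±100 the full control effect; nearly all actives have a fitted effect of over 50% in size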
p53 reactivator: mutant p53 re-activation in reporter cells; H1299 p53-A138V BP100-luciferase reporter, luminescence, 24 h; Potency, µM (series often up to 92.2 µM), without a hit: at the top dose activity change, positive = activation, hits mostly activators; hit rate 0.063% among 320,000; AID 504706; further: potency means the concentration at half of the fitted maximal effect; % of control where 0% means no effect; nearly all actives have a fitted effect of over 45% in size
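H1299 (p53-null), stable ts p53-A138V + BP100-Luc; 1000 cells/well, Opti-MEM/10% FBS; cpd 4 pt, 1:5; 24 h, 37 deg C, 5% CO2; detection reagent 10 min RT; luminescence.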
Rab9 prom act: activators of Rab9 promoter | Potency, µM (top dose mostly 9.22 µM), without a hit: at the highest dose activation, negative = inhibition, usual class: activators | hit rate 2.8% among 320,000 | AID 485297 | Huh7 Rab9 promoter-luciferase reporter, luminescence, 24 h; further: potency means the concentration at half of the fitted maximal effect; % of control where 0% means no effect; nearly all actives have a fitted effect of over 60% in size
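Huh7 cells stably carrying Rab9 promoter–luciferase reporter, plated 1500 cells/well, compound added after 2 h and incubated 24 h at 37 °C; luciferase luminescence then read after 10 min with detection reagent.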
Giardia killer: kills Giardia lamblia. activity change, % at 7.66 µM, hits read low. AID 540267. Giardia lamblia trophozoite viability. hit rate 0.15% among 340,000; in the data active means activity change below about -80%; inconclusive means between about -30% and that limit;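 further: parasites exposed to compound for two days anaerobically before the ATP read; on the % scale 0 is the no-effect control and ±100 the full control effect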
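Media and compound were dispensed first, then trophozoites at 100 cells/well; plates sat 48 hrs at 37 deg C without oxygen before ATP luminescence reagent was added and read after 15-30 min at room temperature.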
BRCA1 expr up: activators of BRCA1 expression; MCF7-BRCA1-FFLuc reporter, luminescence, 48 h; response scale: scaled: vehicle 0%, 10 µM genistein 100%; Potency, µM (series often up to 46.1 µM), for the others: top-dose activation, most hits filed as activators; hit rate 1.1% among 380,000; AID 624202; further: potency means the concentration at half of the fitted maximal effect; nearly all actives have a fitted effect of over 80% in size; some results filed as inactive show a strong effect at the top dose
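MCF7-BRCA1-FFLuc, 2000 cells/well; 2 h attach, 37 °C/5% CO2; compound 48 h; luciferase substrate 15 min; luminescence end-point. Norm. to genistein 10 microM max activation and DMSO; concentration-response curves fitted.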
Menin MLL FP TR: inhibitors of human menin-MLL interaction, mutant MLL peptide | O00255 | Menin + Texas Red MLL mutant peptide, fluorescence polarization | Potency, µM (top dose mostly 61.6 µM), without a hit: at the top dose FP activity change, negative = inhibition, hits mostly inhibitors | hit rate 0.23% among 270,000; active means well fitted inhibition curve with a large enough effect in the polarisation, with a control signal flat, not every such curve was filed as active; inconclusive means small, poorly fitted or top-dose-only effect, or effect the other way, or a change in a side signal; inactive means no such curve, though single readings can be large or run the other way; the % refers to the polarisation; further: potency means the concentration at half of the fitted maximal effect; % of control where 0% means no effect; many of its hits are not listed in these tables
FLuc counter: inhibits or activates purified firefly luciferase, miR-21 counter-screen. purified FLuc, Km substrates, luminescence inhibition. Potency, µM (titrated, usually from 57.5 µM), for inactives: at the highest dose activity change, negative = inhibition, most hits filed as inhibitors. hit rate 6.9% among 360,000. P08659. AID 588342;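 further: potency means the concentration at half of the fitted maximal effect; plate controls were vehicle for no effect and reference inhibitor for full effect; nearly all actives have a fitted effect of over 55% in size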
Target sequence (P08659 whole entry, looked up): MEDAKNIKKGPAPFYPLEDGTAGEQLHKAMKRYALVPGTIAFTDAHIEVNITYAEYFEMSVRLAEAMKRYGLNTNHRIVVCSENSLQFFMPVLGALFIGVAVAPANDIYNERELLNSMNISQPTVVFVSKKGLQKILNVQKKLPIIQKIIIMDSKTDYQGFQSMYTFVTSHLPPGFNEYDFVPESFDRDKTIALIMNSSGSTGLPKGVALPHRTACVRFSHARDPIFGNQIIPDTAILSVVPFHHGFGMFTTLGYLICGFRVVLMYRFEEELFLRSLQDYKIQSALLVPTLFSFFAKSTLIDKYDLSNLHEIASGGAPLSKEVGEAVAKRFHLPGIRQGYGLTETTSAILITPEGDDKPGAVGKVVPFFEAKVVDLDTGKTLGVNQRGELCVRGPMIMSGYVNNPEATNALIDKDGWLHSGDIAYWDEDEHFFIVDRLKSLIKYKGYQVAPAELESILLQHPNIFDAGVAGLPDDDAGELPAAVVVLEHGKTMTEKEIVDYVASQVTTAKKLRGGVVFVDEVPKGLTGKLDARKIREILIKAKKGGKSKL
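Purified P. pyralis luciferase (10nM final) with 10uM D-luciferin and 10uM ATP (Km levels) in 50mM Tris acetate pH 7.5, 10mM Mg acetate, 0.01% Tween-20, 0.05% BSA; qHTS 6-point titration, ~60 µM downward; luminescence read.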
RORgamma inh: blocks mouse ROR gamma transcriptional activity; P51450; Drosophila S2 Gal4-RORgamma UAS-luciferase reporter, 20 h; Potency, µM (doses to about 53.6 µM), without a hit: top-dose activity change, negative = inhibition, actives largely listed as inhibitors; hit rate 5.4% among 310,000; further: potency means the concentration at half of the fitted maximal effect; on the % scale 0 is the no-effect control and ±100 the full control effect; nearly all actives have a fitted effect of over 60% in size
Target sequence (P51450 whole entry, looked up, the tested form may be a part): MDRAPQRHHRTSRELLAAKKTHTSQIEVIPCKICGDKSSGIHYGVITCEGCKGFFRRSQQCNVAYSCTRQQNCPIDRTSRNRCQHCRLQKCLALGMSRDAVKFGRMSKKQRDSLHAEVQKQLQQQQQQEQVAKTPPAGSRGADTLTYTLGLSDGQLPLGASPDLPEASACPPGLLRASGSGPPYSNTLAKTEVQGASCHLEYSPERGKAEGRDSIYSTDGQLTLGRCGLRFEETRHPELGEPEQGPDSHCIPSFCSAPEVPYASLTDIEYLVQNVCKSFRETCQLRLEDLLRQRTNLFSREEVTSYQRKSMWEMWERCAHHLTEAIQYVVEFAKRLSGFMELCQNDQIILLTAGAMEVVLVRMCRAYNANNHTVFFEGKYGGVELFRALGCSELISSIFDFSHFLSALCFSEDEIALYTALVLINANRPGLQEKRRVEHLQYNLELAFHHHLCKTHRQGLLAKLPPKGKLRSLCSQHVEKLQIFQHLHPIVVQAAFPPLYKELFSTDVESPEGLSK
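In this cell-based reporter format, copper sulfate (700 uM final) drives Gal4–ROR gamma fusion expression from a metallothionein promoter in Drosophila Schneider cells; compounds preincubated 1 hr, reporter read after 20 hr at ambient temperature.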
ELG1 genotox: genotoxicity induction in ELG1-luciferase HEK293T cells | AID 504466 | HEK293T ELG1-luciferase reporter, luminescence, 16 h | Potency, µM (titrated, usually from 46 µM), for inactives: top-dose activity change, positive = activation, hits mostly activators | hit rate 1.3% among 330,000; further: potency means the concentration at half of the fitted maximal effect; % of control where 0% means no effect; nearly all actives have a fitted effect of over 60% in size
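HEK293T cells expressing luciferase-tagged ELG1 were treated with compound or DMSO for 16 hr at 37°C. Luciferase activity was then read after 30 min with ONE-Glo at room temperature; rising signal flags genetic stress.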
NPC1 prom act: activators of NPC1 promoter; Potency, µM (top dose mostly 9.22 µM), for inactives: at the top dose activation, hits mostly activators; hit rate 2.4% among 320,000; Huh7 NPC1 promoter luciferase reporter, 24 h;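 further: potency means the concentration at half of the fitted maximal effect; % of control where 0% means no effect; nearly all actives have a fitted effect of over 60% in size; reporter is driven by a mutant NPC1 promoter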
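NPC1 promoter–luciferase Huh7 cells; 24 h compound; luminescence.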
PKM2 act: increases activity of human pyruvate kinase M2 | P14618 | purified PKM2, Kinase-Glo ATP luminescence, activation; response scale: 0% is enzyme alone, no compound | Potency, µM (doses to about 57.5 µM), without a hit: top-dose activation, usual class: activators | hit rate 0.34% among 260,000 | AID 1631; further: potency means the concentration at half of the fitted maximal effect; on the % scale 0 is the no-effect control and ±100 the full control effect; nearly all actives have a fitted effect of over 55% in size
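hPK-M2, >95% pure; 0.1 mM ADP / 0.5 mM PEP final; imidazole pH7.2 buffer w/ 7 mM MgCl2, 50 mM KCl; 1 h RT; Kinase-Glo lum. Intermediate enzyme activity for dual inhibitor/activator qHTS.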
An asterisk follows results filed as active; ? = inconclusive; nt = no result given; & = joins results of further samples; [ ] = remark or other dose. Unless noted, the call rests on the fitted dose curve; in most records, active means well fitted curve in the direction sought with a large enough effect; inconclusive means small, poorly fitted or top-dose-only effect, or another doubt; inactive means no such curve, though single readings can be large; an effect the other way counts as inactive or inconclusive. Not all compounds are listed (hit frequency here may not be typical).

SMILES | VP16 counter | p53 reactivator | Rab9 prom act | Giardia killer | BRCA1 expr up | Menin MLL FP TR | FLuc counter | RORgamma inh | ELG1 genotox | NPC1 prom act | PKM2 act
CN(C)S(=O)(=O)c1cccc(NC(=O)COC(=O)c2cccc(S(=O)(=O)N3CCc4ccccc4C3)c2)c1 | 2% | -2% | 3% | -19 | -20% | -10% | 3% | -5% | 0% | -2% | 0%
COC(=O)C1=C(C)N(c2ccc(C(=O)OC)cc2)C(=O)C1 | -13% | 16% | 0% | -12 | -8% | 2% | 3% | -5% | 0% | -5% | 26%
COc1ccccc1Cn1c(=O)oc2ccc(C)cc21 | -1% | 7% | 5% | 20 | -3% | -2% | -1% | -16% | -6% | -3% | 1%
CC(=O)NS(=O)(=O)c1ccc2c(c1)C(=O)c1cc(S(=O)(=O)NC(C)=O)ccc1-2 | -5% | 9% | -2% | 1 | 20% | -16% | -6% | -4% | 0% | 5% | ?
COC(=O)c1c(C)[nH]c(O)c1C=Nc1ccc(C(C)C)cc1 | ? | 13% | ? | 2 | 1% | nt | 8.5µM* | ? | ? | ? | 1%
CCn1c(SCC(=O)N2CCCC2)nc2c(c1=O)SCC2 | 4% | -13% | -55%[inhibitor] | 6 | -2% | nt | 5% | ? | -9% | -6% | -9%
Cc1ccc(C(=O)NCCCNC(=O)c2ccccn2)cc1 | 4% | 5% | -2% | 5 | -15% | ? | -1% | -2% | 4% | -2% | -6%
CCn1c(SCC(=O)Nc2ccccc2N2CCCCC2)nc2c1c(=O)n(C)c(=O)n2C | -14% | -14% | -9% | 8 | -8% | ? | 3% | 19% | -16% | -3% | 2%
CCOc1cc(C2C(C(=O)OC)=CN(Cc3ccc(Cl)cc3)C=C2C(=O)OC)ccc1O | -3% | 3% | -2% | -2 | -51% | 10% | 5% | 18% | -9% | 2% | nt
Cc1ccc(C(=O)OCC(=O)Nc2ccc3c(c2)OCO3)cc1S(=O)(=O)N1CCOCC1 | 2% | -3% | -6% | -3 | 3% | 20% | -13% | 27% | 0% | -3% | 4%
COC(=O)[C@@H]1C[C@@H]2CC[C@@H](O)C[C@@H]2N1Cc1ccc(N2CCN(C)CC2)cc1 | -11%&-16% | -4% | -8% | -18 | 11% | 7% | 1% | -9%&16% | 1% | -3% | -1%&-4%
Cc1ccc(OCCC(=O)OCC(=O)NCc2ccccc2)cc1 | nt | 11% | 3% | 20 | -2% | nt | -17% | nt | 11% | 1% | nt
c1ccc2c(c1)CCN(CCCNc1nc3ccccc3n3cnnc13)C2 | -9% | 4% | 23% | -15 | -3% | -14%[11.7 µM] | 0% | -12% | 1% | 0% | -2%
CCN(C(=O)COC(=O)CCn1c(C)csc1=O)c1c(N)n(Cc2ccccc2)c(=O)[nH]c1=O | nt | 4% | 2% | 11 | -29% | nt | -1% | nt | 1% | 1% | nt
Cc1ccc(Nc2nc(=O)c3cccnc3s2)c(Br)c1 | 13% | 0% | 11% | 22 | -3% | nt | ? | -2% | 1% | 20% | 5%
O=C(c1cnn2c(C(F)F)cc(-c3ccccc3)nc12)N1CCCCC1c1cccnc1 (stereo not drawn) | -2% | -4% | -7% | -1 | -25% | nt | 5% | 31% | -1% | 3% | 7%
O=C1NC(C(=O)O)=CC(c2cccc(Cl)c2Cl)N1 (stereo not drawn) | nt | -4% | 7% | 3 | 3% | nt | -1% | nt | -9% | -2% | nt
O=C(Cn1nnc(-c2ccccc2NC(=O)c2cccs2)n1)Nc1ccccc1 | -14% | 0% | -5% | -6 | -11% | ? | 5% | ? | -8% | 0% | -2%
COc1cc(NC(=O)C2C3CCC(O3)C2C(=O)O)cc(OC)c1 (stereo not drawn) | -8% | 23% | -1% | 24 | 7% | -9% | 1% | -7% | 15% | 0% | 18%
COc1cc2ccccc2cc1C(=O)Nc1ccc2oc(=O)ccc2c1 | -3% | 5% | 0% | 10 | 1% | 9% | -4% | ? | 6% | -1% | nt
COc1ccc(OC)c(NS(=O)(=O)c2cccc3cccnc23)c1 | -3% | -1% | -9% | 1 | -28% | 0% | -1% | -32% | 0% | 3% | nt
CCCCC(=O)Nc1cccn2ncnc12 | -7% | 0% | -1% | -21 | 25% | -10% | -1% | -8% | -6% | -2% | 0%
Cc1cnc(C(=O)OCc2c(C)cc(C(C)(C)C)cc2C)cn1 | 2% | -1% | 6% | -15 | -4% | -12% | 1% | ? | 0% | 0% | 2%
Cc1cccc(OCCCC(=O)Nc2ccc(S(N)(=O)=O)cc2)c1C | -11% | -11% | -4% | -21 | -9% | -13% | 0% | -1% | -1% | -3% | 2%
CN(C(=O)CSc1nnc(-c2cccnc2)n1-c1ccccc1F)C1CCS(=O)(=O)C1 (stereo not drawn) | -9% | 0% | -1% | -11 | -8% | 0% | 5% | 2% | 3% | 2% | 28%
NC(=O)CSc1nnc(Cc2ccc3c(c2)OCO3)o1 | 6% | 6% | 0% | -4 | 3% | -12% | -1% | 1% | 1% | -7% | 2%
CCOC(=O)c1ccc(-c2c(-c3ccc4c(c3)OCO4)noc2C)cc1F | 1% | 8% | -1% | -1 | 10% | -18% | 2% | 7% | 0% | -2% | 4%
CC1CC(=O)c2cnc(NCc3ccco3)nc2C1 (stereo not drawn) | -1% | 2% | 1% | 17 | 19% | -10% | -1%[2.3 µM] | 44% | 6% | 2% | 21%
COc1ccc(N(CC(=O)N/N=C/c2ccc(OC)c(OC)c2)S(=O)(=O)c2ccccc2)cc1 | -1% | -10% | -5% | ? | 17% | 19% | -8% | 7% | 0% | -2% | nt
COC(=O)CC(NS(=O)(=O)c1cccs1)c1cccc2ccccc12 (stereo not drawn) | -7% | -7% | 1% | 0 | -8% | -11% | 4% | -8% | -2% | 0% | 5%
COc1ccc(/C=C2\CCCc3c2nc2ccccc2c3C(=O)OCC(=O)c2c(N)n(C)c(=O)n(C)c2=O)cc1 | 2% | -10% | 0% | nt | nt | 0% | -2% | 29% | -7% | 0% | 0%
COc1ccccc1NC(=O)CCC(=O)O | 6% | -9% | -5% | -3 | 3% | 8% | 5% | -12% | -8% | 0% | -10%
CC(Oc1cccc(NC(=O)c2cccs2)c1)C(=O)c1ccccc1 (stereo not drawn) | -8%[10 µM] | 18% | -3% | 16 | 29% | ? | ? | 44% | -10% | -3% | -6%
CC(=O)n1nc(-c2cccc(C)c2)nc1SCC(=O)Nc1ccccc1 | 3%[0.365 µM] | 2% | 2% | -10 | 5% | -1% | ? | ? | 2% | 0% | -6%
Cc1ccc(NC(=O)c2sccc2SCc2cccc(C(F)(F)F)c2)cc1 | 5% | 6% | -4% | 10 | -29% | 6% | -4% | -6% | -1% | 2% | 0%
C=C1C[C@H](O)[C@@H]2[C@H](OC(=O)[C@H]2C)[C@H]2[C@H](C)[C@@H](O)C[C@@H]12 | nt | 3% | -3% | 4 | 0% | nt | 2% | nt | 1% | -3% | nt
O=C(NCCC1=CCCCC1)C1CCC(CNS(=O)(=O)c2ccccc2)CC1 (stereo not drawn) | -17% | 3% | -11% | 7 | -12% | -7% | -2% | 26% | 0% | 2% | 1%
COc1ccc(-n2c(COc3cccc(C)c3)nnc2SCC(=O)NCc2ccco2)cc1 | -20% | -17% | 1% | 9 | 14% | -12% | -29% | ? | -5% | 0% | -15%
O=C(CN1CCCSc2ccccc21)N1CCN(S(=O)(=O)c2cccc(F)c2)CC1 | nt | 0% | -8% | -11 | -7% | nt | -1% | nt | 0% | -1% | nt
O=C1CN(C(=O)COC(=O)c2ccccc2Br)c2ccccc2N1 | nt | -1% | 1% | -16 | -11% | nt | 4% | nt | -1% | 6% | nt
CS(=O)(=O)N1CCC(C(=O)N2CCc3ccccc3C2)CC1 | 21% | 0% | -8% | 0 | 7% | 1% | 1% | 7% | 2% | 0% | -2%
CCOC(=O)c1ccc(NC(=O)c2ccccc2N(C)S(=O)(=O)c2ccccc2)cc1 | -3% | -15% | -2% | -3 | -42% | 8% | 0% | ? | -4% | 1% | -11%
COc1ccc(COC(=O)Nc2cn(C)nc2C(F)(F)F)cc1 | -14% | 5% | -2% | 31[activator] | -5% | 15% | -3% | ? | -1% | -4% | -5%
CC1(C)CC(=O)N(Cc2ccccc2)C(=O)C1 | 9% | -13% | -2% | -4 | 1% | 5% | 1% | 13% | 4% | 1% | -2%
O=C(Cn1[nH]c(=O)c2ccccc2c1=O)Nc1ccc(-c2nnc3n2CCCCC3)cc1 | -2% | 2% | 0% | -5 | -20% | 0% | 2% | 0% | 2% | -1% | -10%
CCC1(C)Cc2ccccc2-c2nc(NN)[nH]c(=O)c21 (stereo not drawn) | ? | 0% | 8%[1.84 µM] | 4 | -1% | -37% | 4% | 16µM* | -4% | 0% | nt
